Screening results (PubChem BioAssay)
HTT ATP protect: qHTS Multiplex Assay to Identify Dual Action Probes in a Cell Model of Huntington: Cytoprotection (ATP) | PC12 HTT-Q103 induced, cytoprotection, ATP luminescence, 40 h | Potency, µM (titrated, usually from 56.4 µM), inactives show cytoprotection (ATP increase), hits mostly activators | 230,000 compounds, 0.14% hits;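 further: % of control where 0% means no effect; nearly all actives have a fitted effect of over 45% in size; toxic huntingtin expression switched on by the ecdysone agonist tebufenozide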
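Stable PC12 Q103-GFP cells in serum-supplemented, phenol red-free DMEM; induction by tebufenozide at 100 nM final; compound dose series; cell viability quantified luminescently from ATP.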
Tau fluor cs: Counterscreen qHTS for Inhibitors of Tau Fibril Formation, Fluorescence Polarization; tau K18 P301L Alexa594 fluorescence, heparin fibrillization; Potency, µM (doses to about 57.7 µM), without a hit: at the top dose activity change, negative = decrease; 280,000 compounds, 0.93% hits; AID 1463, 2008; further: on the % scale 0 is the no-effect control and ±100 the full control effect; nearly all actives have a fitted effect of over 55% in size
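Human K18 P301L tau (15 uM unlabeled plus 0.24 uM Alexa 594-labeled, final) in 100 mM sodium acetate pH 7 was mixed with compound and 20 uM heparin and incubated 6 hr at 37 C.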
Tau ThT inhib: qHTS for Inhibitors of Tau Fibril Formation, Thioflavin T Binding | 270,000 compounds, 2.1% hits | Microtubule-associated protein tau (Homo sapiens), P10636 | Potency, µM (series often up to 57.4 µM), for inactives: at the top dose activity, negative = inhibition, actives largely listed as inhibitors | recombinant tau K18 P301L, heparin-induced fibrillization, ThT fluorescence | AID 1460, 2008; further: on the % scale 0 is the no-effect control and ±100 the full control effect; nearly all actives have a fitted effect of over 55% in size
Target sequence (P10636 561-689 P618L limits assumed): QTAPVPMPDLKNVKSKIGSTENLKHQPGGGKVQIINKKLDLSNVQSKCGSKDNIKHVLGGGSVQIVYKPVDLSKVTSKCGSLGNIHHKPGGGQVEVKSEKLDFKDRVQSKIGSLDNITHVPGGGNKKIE
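Using a mix of unlabeled (15 uM) and Alexa 594-labeled (0.24 uM) tau K18 P301L, heparin-triggered fibrillization over 6 hr at 37 C was scored by ThT fluorescence.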
TRb SRC2 PPI: qHTS for Inhibitors of the Interaction of Thyroid Hormone Receptor and Steroid Receptor Coregulator 2 | Thyroid hormone receptor beta (Homo sapiens), P10828 | TRbeta-SRC2 peptide binding, fluorescence polarization; receptor liganded with 1 µM T3 | Potency, µM (series often up to 106 µM), for the others: at the top dose activity change, negative = inhibition, hits mostly inhibitors | 280,000 compounds, 0.065% hits;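 further: plate controls were bound peptide for no effect and peptide without receptor for full effect; nearly all actives have a fitted effect of over 50% in size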
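A fluorescence polarization screen tested compounds at multiple concentrations against complex formation between 0.6 uM TRb ligand-binding domain and 20 nM Texas Red SRC2 peptide, with 1 uM T3 present; readout after 5 hr.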
Tau fibril FP: qHTS for Inhibitors of Tau Fibril Formation, Fluorescence Polarization | Microtubule-associated protein tau (Homo sapiens), P10636 | 280,000 compounds, 0.39% hits | K18 P301L tau heparin fibrillization, Alexa594 FP, 6 h | Potency, µM (titrated, usually from 57.7 µM), without a hit: at the highest dose activity, negative = inhibition, most hits filed as inhibitors; further: on the % scale 0 is the no-effect control and ±100 the full control effect; nearly all actives have a fitted effect of over 55% in size
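Steps: dispense K18 P301L tau (15 uM plus 0.24 uM Alexa 594 tracer, final) in pH 7 sodium acetate; add compound; add heparin (20 uM final); incubate 6 hr, 37 C; add ThT (30 uM final); after 1 hr ambient, read FP.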
L3MBTL1 block: qHTS Assay for the Inhibitors of L3MBTL1; Lethal(3)malignant brain tumor-like protein 1 (Homo sapiens), Q9Y468; AlphaScreen L3MBTL1–H3K9me1 peptide binding; Potency, µM (series often up to 57.1 µM), for inactives: at the top dose activity, negative = inhibition, usual class: inhibitors; 230,000 compounds, 0.66% hits; AID 485360, 2010; further: on the % scale 0 is the no-effect control and ±100 the full control effect; nearly all actives have a fitted effect of over 60% in size
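Displacement of a biotinylated histone H3(1-15) peptide monomethylated at Lys9 (75 nM) from L3MBTL1 (50 nM) was measured by AlphaScreen after a 30 min room-temperature compound incubation; cefsulodin titration served as intraplate control.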
RECQ1 inh: qHTS Assay for Inhibitors of RecQ-Like Dna Helicase 1 (RECQ1). Potency, µM (titrated, usually from 57.3 µM), without a hit: at the top dose activity, negative = inhibition, usual class: inhibitors. 240,000 compounds, 0.54% hits. ATP-dependent DNA helicase Q1 (Homo sapiens), P46063. RECQ1 DNA unwinding, red fluorescence kinetic read;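 further: plate controls were vehicle for no effect and no enzyme for full effect; nearly all actives have a fitted effect of over 30% in size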
Target sequence (P46063 whole entry, looked up): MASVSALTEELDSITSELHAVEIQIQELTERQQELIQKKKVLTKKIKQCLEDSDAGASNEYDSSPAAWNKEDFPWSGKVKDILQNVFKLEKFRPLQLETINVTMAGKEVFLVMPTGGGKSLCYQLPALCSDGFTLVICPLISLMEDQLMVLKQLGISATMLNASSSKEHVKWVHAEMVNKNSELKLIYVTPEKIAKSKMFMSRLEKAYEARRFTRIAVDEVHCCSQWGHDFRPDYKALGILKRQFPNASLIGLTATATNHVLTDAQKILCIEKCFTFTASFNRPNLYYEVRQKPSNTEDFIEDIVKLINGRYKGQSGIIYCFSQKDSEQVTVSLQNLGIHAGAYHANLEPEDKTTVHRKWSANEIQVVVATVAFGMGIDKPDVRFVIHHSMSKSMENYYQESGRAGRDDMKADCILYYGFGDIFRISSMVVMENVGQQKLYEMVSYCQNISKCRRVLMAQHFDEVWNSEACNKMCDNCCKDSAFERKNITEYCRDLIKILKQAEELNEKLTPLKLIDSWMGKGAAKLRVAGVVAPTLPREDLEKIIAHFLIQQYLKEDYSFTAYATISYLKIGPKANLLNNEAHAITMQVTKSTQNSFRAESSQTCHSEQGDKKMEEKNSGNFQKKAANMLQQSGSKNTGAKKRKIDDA
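RECQ1T1 50 nM; forked duplex (20 bp + 30-nt ss tails) 200 nM, ATP 2 mM final; pH 8.0, 2 mM MgCl2, 2.5 ug/ml poly(dI-dC); 15 min compound preincubation; discontinuous kinetic read over 2 h at RT.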
TexasRed fluor: Total Fluorescence Counterscreen for Inhibitors of the Interaction of Thyroid Hormone Receptor and Steroid Receptor Coregulator 2. TRb/SRC2 Texas Red total fluorescence interference. Potency, µM (top dose mostly 106 µM), inactives show top-dose fluorescence change, negative = quenching. 280,000 compounds, 0.29% hits. AID 1479, 2009; active means well fitted curve in either direction with a large enough effect; inconclusive means small, poorly fitted or top-dose-only effect; further: on the % scale 0 is the no-effect control and ±100 the full control effect
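Human TRβ ligand-binding domain (0.6 uM) and Texas Red SRC2 peptide (20 nM) in Tris buffer with 1 uM T3 and 5% DMSO were incubated with pinned compound for 5 hr at ambient temperature. Total fluorescence was computed as S + 2P (555/632 nm).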
Numbers without * were called inactive; i = inactive; ? = inconclusive; / = not tested or not shown; & = joins results of further samples; [ ] = another dose, or the depositor's remark. Unless noted, the call rests on the fitted dose curve; in most records, active means well fitted curve in the direction sought with a large enough effect; inconclusive means small, poorly fitted or top-dose-only effect, or another doubt; inactive means no such curve, though single readings can be large; an effect the other way counts as inactive or inconclusive. Potency means the concentration at half of the fitted maximal effect. This is a subset; the hit share may differ from the screen's.

Start of the listing, in advance, 6 compounds:
SMILES	HTT ATP protect	Tau fluor cs	Tau ThT inhib	TRb SRC2 PPI	Tau fibril FP	L3MBTL1 block	RECQ1 inh	TexasRed fluor
CCOC(=O)C1=C(CC)OC(N)=C(C#N)C1c1ccc(OC)c(C)c1OC (stereo unspecified)	/	-8%	-3%	-10%	-2%	-5%	-7%	-3%
CCOC(=O)c1cnc2c(c(C)nn2C)c1Oc1cc(Cl)cc(Cl)c1	-5%[10 µM]	-12%	?	5%	-5%	-2%	-3%	-2%
CNC(=S)N(CCc1cccc(C)c1)Cc1cc2cc(OC)c(OC)cc2[nH]c1=O	28%[10 µM]	?	-5%	-17%	-8%	2%	-4%	0%
CCCCOc1cccc(C(=O)Nc2cccc(-c3nc4ncccc4o3)c2C)c1	/	-16%	-16%	0%	-11%	/	/	-5%
c1csc(-c2noc(COc3ccc4c(c3)CCCC4)n2)c1	-14%	-12%	?	-7%	-7%	88%[activator]	-12%	-1%
COc1ccc(C(=O)O)cc1N1C(=O)Nc2ccccc2N1O	-30%	4%	-5%	0%	10%	7%	-23%	-3%

The listing, from the first entry:
SMILES	HTT ATP protect	Tau fluor cs	Tau ThT inhib	TRb SRC2 PPI	Tau fibril FP	L3MBTL1 block	RECQ1 inh	TexasRed fluor
CCOC(=O)C1=C(CC)OC(N)=C(C#N)C1c1ccc(OC)c(C)c1OC (stereo unspecified)	/	-8%	-3%	-10%	-2%	-5%	-7%	-3%
CCOC(=O)c1cnc2c(c(C)nn2C)c1Oc1cc(Cl)cc(Cl)c1	-5%[10 µM]	-12%	?	5%	-5%	-2%	-3%	-2%
CNC(=S)N(CCc1cccc(C)c1)Cc1cc2cc(OC)c(OC)cc2[nH]c1=O	28%[10 µM]	?	-5%	-17%	-8%	2%	-4%	0%
CCCCOc1cccc(C(=O)Nc2cccc(-c3nc4ncccc4o3)c2C)c1	/	-16%	-16%	0%	-11%	/	/	-5%
c1csc(-c2noc(COc3ccc4c(c3)CCCC4)n2)c1	-14%	-12%	?	-7%	-7%	88%[activator]	-12%	-1%
COc1ccc(C(=O)O)cc1N1C(=O)Nc2ccccc2N1O	-30%	4%	-5%	0%	10%	7%	-23%	-3%
CCCCn1cc(S(=O)(=O)c2ccc(Cl)cc2)c(=O)c2cc(F)c(N3CCCC(C)C3)cc21 (stereo unspecified)	/	9%	-3%	-15%	8%	/	/	100µM*[quencher]
Cc1ccc(-n2cccn2)cc1	7%[10 µM]	-9%	-9%	-7%	0%	5%	-8%	-1%
CCOC(=O)c1ccc(NC(=O)Oc2ccccc2)cc1	-21%	7%	-1%	-4%	14%	-6%	-4%	1%
N#C/C(=C\c1cccs1)Sc1nc2ccccc2s1	-10%[0.074 µM]	-14%	-7%	16%	3%	-6%[11.4 µM]	-24%	0%
COc1ccc(-c2nc[nH]c2[N+](=O)[O-])cc1	-3%	3%	3%	-11%	-5%	4%	i	-2%
Cc1ccc(Sc2ncccc2/C=N/O)cc1	37%	-3%	4%	5%	-6%	-6%	i	-1%
COc1ccc(Cl)cc1NC(=O)CSc1cc(C)[nH]c(=O)n1	/	-10%	?	-2%	-9%	/	/	-3%
O=C(NCc1ccccc1Cl)c1ccc(Nc2nc3ccccc3n3nnnc23)cc1	/	?	-5%	2%	-17%	/	/	-1%
Cc1cccc(Sc2ccc([N+](=O)[O-])cc2[N+](=O)[O-])n1	/	?	?	-1%	-5%	-9%	-2%	-1%
COc1ccc(CC(=O)Nc2ccc(S(=O)(=O)Nc3nc(C)cc(C)n3)cc2)cc1	11%	-7%	-10%	-10%	13%	/	-17%	-1%
Cc1ccc(OCCOc2ccc(Br)cc2/C=N\NC(N)=O)cc1	5%[10 µM]	-1%	2%	2%	-12%	-3%	i	0%
Cc1ccc2nc(/C(C#N)=C\c3ccc(N4CCOCC4)o3)[nH]c2c1	-25%[10 µM]	?	13µM*	-20%	?	-9%	2%	-4%
COc1ccc(OC)c(/C=N/NC(=O)c2cc[n+](Cc3ccccc3)cc2)c1	17%[10 µM]	3%	-3%	-1%	1%	-2%	1%	-1%
O=C(Cn1ccc([N+](=O)[O-])n1)Nc1nccs1	/	4%	-5%	2%	5%	-3%	-4%	-1%
C=CCN(C(=O)CSC1=NC(=O)CN1C(C)=O)c1nc(C)c(-c2ccccc2)s1	-21%	-14%	?	-1%	?	/	-25%	-1%
COc1ccc(C2=NS(=O)(=O)N(C)C(C(=O)NCc3ccccc3)=C2)cc1OC	/	-7%	10%	7%	-9%	5%	/	-3%
CC(C)CNC(=O)c1noc2c1CCCC2	8%[10 µM]	0%	-9%	1%	2%	5%	-1%	0%
CCCCNC(=O)CCn1c(=O)c2cccn2c2ccc(F)cc21	/	-13%	-13%	4%	2%	/	/	-2%
c1ccc(-c2cc3c(ccc4nonc43)nn2)cc1	-7%	-5%	-8%	-8%	-3%	0%	7%	1%
CCn1c(CCC(=O)Nc2nc3c(s2)CCCC3)nc2cc(S(=O)(=O)N(C)C)ccc21	17%[1.9 µM]	-8%	?	4%	3%	-1%	4%	2%
COc1ccc(CN(C)CC(=O)Nc2cc(OC)c([N+](=O)[O-])cc2C)c(OC)c1	1%[10 µM]	-13%	-13%	-1%	8%	?	-1%	-2%
CCOC(=O)/C(=C/C=C1\Sc2ccccc2N1CC)C(C)=O	-12%[10 µM]	-23%	?	3%	?	-1%	-5%	1%
C=CCCN(C(C(=O)OC)C(C)C)S(=O)(=O)c1ccccc1Br (stereo unspecified)	32%[10 µM]	-22%	-11%	1%&9%	-2%	/	-12%	-1%&-1%
C=CCn1c(=NC(=O)c2ccc(S(=O)(=O)N3CCc4ccccc4C3)cc2)sc2cc(S(N)(=O)=O)ccc21	11%[10 µM]	-19%	-4%	0%	?	7%	-3%	0%
Cc1ccc(SCCNC(=O)c2ccccc2)cc1	-23%	-13%	-16%	-9%	0%	0%	-8%	-3%
CCOC(=O)CC(=O)CSc1nc(N)c(C#N)c(-c2ccc(Cl)cc2)c1C#N	15%	-21%	-13%	-7%	0%	-1%	?	2%
O=c1[nH]c(SCc2cccc(F)c2)nc2ccccc12	8%[10 µM]	-11%	-12%	1%	3%	-2%	i	-1%
O=C(CN1C(=O)COc2ccc(S(=O)(=O)N3CCOCC3)cc21)NCc1ccc(F)cc1	/	-6%	-4%	-1%	-11%	/	/	-1%
NC(=O)CC1(CC(=O)O)CCCCC1	-12%	-9%	-3%	10%	-11%	/	-4%	0%
CCOc1cc(/C=N/n2cnnc2)ccc1OS(=O)(=O)c1ccc(C)cc1	-37%[1.9 µM]	-21%	0%	-6%	0%	-10%	17%	-2%
O=C(C1CCCCC1)N(Cc1cccnc1)c1nc2ccc(F)cc2s1	/	-22%	?	-6%	-11%	/	/	0%
CC/C(C)=N/NC(=O)c1[nH]c2ccc(C)cc2c1-c1ccccc1	-22%	-10%	1%	-9%	11%	?	i	1%
COc1ccc(CCNC(=O)c2nnn(-c3ccccc3OC)c2N)cc1OC	-15%	-7%	?	1%	-6%	-6%	-7%	-2%
COc1ccc(C)c2sc(=NC(=O)C(C)C)n(C)c12	-5%	4%	-10%	0%	2%	9%	-12%	-4%
Cc1ccc2nc(/C(C#N)=C\c3ccc(Oc4ccc(C(F)(F)F)cc4[N+](=O)[O-])cc3)[nH]c2c1	10%[10 µM]	?	?	-1%	-4%	0%	5%	-6%
CCC1CCCCN1S(=O)(=O)c1ccc(C(=O)Nc2nnc(-c3cccs3)o2)cc1 (stereo unspecified)	28%[10 µM]	-14%	-11%	-7%	-9%	133%[activator]	-5%	-4%
CC(Sc1nc2c(c(=O)[nH]1)CCCC2)C(=O)Nc1cc(C(F)(F)F)ccc1Cl (stereo unspecified)	/	5%	5%	-2%	4%	/	/	-1%
OCC1(Cc2ccccc2C(F)(F)F)CCN(Cc2ccc3c(c2)CCO3)CC1	-6%[10 µM]	-18%	-14%	13%	-9%	-4%	-4%	-1%
CN(CC(=O)N1CCCCC1)S(=O)(=O)c1cccc2cccnc12	-6%[10 µM]	1%	-2%	-8%	-14%	6%	-21%	0%
Cc1cccc(OCC(=O)NNC(=O)c2cc3ccccc3oc2=O)c1	12%	-15%	?	-4%	-7%	/	-13%	-6%
CCOc1cc(C(=O)NC(C)COC)cc(OCC)c1OCC (stereo unspecified)	-5%	-5%	2%	0%	0%	2%	-4%	1%
Clc1cccc(Cl)c1Cn1cc(Br)cn1	5%	-16%	-12%	1%	3%	/	i	2%

Three structures out of the list, sorted by count of non-hydrogen atoms, falling.
SMILES	HTT ATP protect	Tau fluor cs	Tau ThT inhib	TRb SRC2 PPI	Tau fibril FP	L3MBTL1 block	RECQ1 inh	TexasRed fluor
OCC1(Cc2ccccc2C(F)(F)F)CCN(Cc2ccc3c(c2)CCO3)CC1	-6%[10 µM]	-18%	-14%	13%	-9%	-4%	-4%	-1%
Cc1cccc(Sc2ccc([N+](=O)[O-])cc2[N+](=O)[O-])n1	/	?	?	-1%	-5%	-9%	-2%	-1%
COc1ccc(C)c2sc(=NC(=O)C(C)C)n(C)c12	-5%	4%	-10%	0%	2%	9%	-12%	-4%
